AI-2 QS modul: modulators of Vibrio harveyi AI-2 quorum sensing system; activity change, % at 7.5 µM; hit rate 0.4% among 300,000; AID 2094; Vibrio harveyi JMH597 AI-2 luminescence/OD600 ratio, 9 h; active compounds read low; strain lacks LuxN and CqsS sensors; 0 = neutral-control median; in the data active = activity change below about -75%, passing the limit was not always enough; inconclusive = no clear call, values can overlap the other calls;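 also: luminescence divided by OD600 gain over 9 h not by final OD600 alone; inactives centre near 13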
HSP90 inh: HSP90 refolding inhibition in rabbit reticulocyte lysate. luciferase refolding luminescence, 3 h. hit rate 0.91% among 290,000. inhibition, % at 5.6 µM. AID 1789;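 active = inhibition above the screen-wide mean plus 3 SD, computed separately per campaign, cut at about 16% in these data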;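 also: 0% = DMSO wells and 100% = 60 µM geldanamycin wells; inhibitors lower the luminescence because luciferase stays unfolded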
HDAC3 inhib: inhibitors of human histone deacetylase 3; O15379; recombinant HDAC3, fluorogenic peptide/trypsin coupled, fluorescence; inhibition, % at 8.3 µM; hit rate 0.15% among 320,000; in the data active = inhibition above about 26%, passing the limit was not always enough; inconclusive = no clear call, values can overlap the other calls
Target sequence (O15379 whole entry, looked up): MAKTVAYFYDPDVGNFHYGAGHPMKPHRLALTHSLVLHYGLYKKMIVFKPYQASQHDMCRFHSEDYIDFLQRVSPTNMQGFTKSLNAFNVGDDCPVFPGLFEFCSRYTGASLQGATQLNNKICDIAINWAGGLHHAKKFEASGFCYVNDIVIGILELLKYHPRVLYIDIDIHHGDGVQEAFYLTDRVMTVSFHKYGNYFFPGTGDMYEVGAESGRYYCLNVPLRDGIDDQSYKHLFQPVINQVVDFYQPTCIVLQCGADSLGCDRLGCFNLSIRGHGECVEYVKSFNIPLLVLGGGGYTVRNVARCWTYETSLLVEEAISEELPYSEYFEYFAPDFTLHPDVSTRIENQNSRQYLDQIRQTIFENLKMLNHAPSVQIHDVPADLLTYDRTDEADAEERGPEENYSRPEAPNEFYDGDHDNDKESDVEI
IEC-6 cytotox: kills IEC-6 intestinal cells in KLF5 counter-screen | AID 1825 | IEC-6 cytotoxicity, luminescence viability | hit rate 0.78% among 290,000 | inhibition, % at 5 µM; in the data active = inhibition above about 22%;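 also: 0% = plate median of test compound wells and 100% = cytotoxic reference compound wells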
KLF5 inhibitor: inhibitors of KLF5 expression. DLD-1 KLF5 promoter-luciferase reporter, luminescence. AID 1700. hit rate 0.23% among 290,000. inhibition, % at 5 µM;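 active = inhibition above a per-plate limit of that plate's mean compound inhibition plus 3 SD, cut at about 60% in these data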;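 also: 0% = DMSO wells and 100% = LY294002 at 200 µM; higher means less KLF5 promoter-driven luciferase light; inactives centre near -14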
aSyn 5UTR inh: MLPCN primary screen, SNCA 5' untranslated region | alpha-synuclein 5'UTR reporter, inhibitor activity | inhibition, % (tested at 7.5 µM) | hit rate 0.82% among 300,000; in the data active = inhibition above about 60%; inconclusive = no clear call, values can overlap the other calls;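 also: H4 neuroglioblastoma cells stably carrying SNCA 5'UTR luciferase fusion; 0% = DMSO wells and 100% = positive control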
HSF1 inhib: HSF1 inhibition; activity change, negative = inhibition, % at 7.5 µM (by protocol); hit rate 0.77% among 300,000; NIH3T3-HGL HSE-luciferase, MG132-induced, luminescence 8 h; active compounds read low; AID 2098;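 active = more than half of replicate wells show activity change below -50%, luminescence cut by over half; inconclusive = some wells, but at most half, below -50%; inactive = no replicate well below -50%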;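 also: luciferase reports HSF-1 transcriptional activity via heat shock element; 0% = median of DMSO wells and -100% = zero luminescence signal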
HIF activator: HIF pathway transcriptional activation | U2OS HRE-luciferase reporter, luminescence; normalized: DMSO 0%, desferrioxamine 100% | activation, % at 7.5 µM (by protocol) | hit rate 0.32% among 300,000 | AID 1910;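 active = mean activation of at least 10% of the iron chelator positive control signal, with at least half of replicates also reaching 10%; inconclusive = mean and replicate majority disagree about reaching 10%; inactive = mean and most replicates under 10%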
HSF-1 act: increases HSF-1 driven luciferase reporter signal. hit rate 1.7% among 300,000. activation, % at 9 µM. NIH3T3-HGL HSF-1 luciferase reporter, MG132, 8 h; 100% = twice DMSO control signal;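 active = mean replicate activation of at least 50% with a set share of replicates each reaching 50%; inconclusive = only one of those two conditions met; inactive = mean below 50% and too few replicates reaching it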;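 also: 0% = median of the neutral control wells and 100% = twice that signal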
Platelet DG rel: modulates dense granule release in human platelets | human platelet-rich plasma, SFLLRN dense granule ATP release, luminescence | inhibition, %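 (compounds screened at 7.5 µM in platelet-rich plasma)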 | hit rate 0.22% among 300,000;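 active = mean replicate score, as percent of positive control, at or above 50; inconclusive = mean below 50 but at least one replicate at or above 50; inactive = mean and every replicate below 50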
Active calls of the source: *; ? = inconclusive; / = no result given. This is a random part of the collection (roughly 5% active in at least one column).

SMILES,AI-2 QS modul,HSP90 inh,HDAC3 inhib,IEC-6 cytotox,KLF5 inhibitor,aSyn 5UTR inh,HSF1 inhib,HIF activator,HSF-1 act,Platelet DG rel
Cc1ccc(SCCNS(C)(=O)=O)cc1,-5,2,6,0,4,-7,1,1.7,2,-7
CCOC(=O)c1[nH]c2ccc(OC)cc2c1NC(=S)N1CCN(c2ccccc2OC)CC1,23,-4,1,12,1,10,-7,1.8,-6,11
O=C(Nc1ccc(Cl)c([N+](=O)[O-])c1)C(NCCCO)c1ccccc1 (stereo not drawn),9,0,-3,-6,-14,-20,2,0.4,0,2
CN(C(=O)Cn1cnc2ccccc2c1=O)C1CCS(=O)(=O)C1 (stereo not drawn),-19,/,/,/,/,4,-7,-0.5,9,-22
Cc1cccc(N(CC(=O)NCCSCc2ccco2)S(=O)(=O)c2ccccc2)c1,15,5,9,7,18,12,12,-2.5,16,-7
CCC(C)(C)NC(=O)c1cccc(NC(=O)C(C)C)c1,2,3,-3,-2,-8,-19,4,-0.1,15,2
COCCN(CCOC)c1nc(-c2ccccc2)nc2ccccc12,30,0,5,4,-42,11,-7,-43,5,0
C/C(=N\Nc1ccccn1)c1ccc(C(C)C)cc1,-13,8,-13,-3,-24,-132,9,6.0,-8,2
CC1=CS(=O)(=O)CC1Sc1nc(C)n[nH]1 (stereo not drawn),7,2,-8,0,-18,6,-3,-0.1,11,0
CCOC(=O)N/N=C\c1ccc(C)s1,-12,0,2,-3,-34,-52,-79*,0.6,-81,8
COCCn1cnc2c1c(=O)n(Cc1c(F)cccc1Cl)c(=O)n2Cc1ccccc1,33,-3,4,-6,-3,6,-4,-0.9,18,9
O=C(Nc1cc(Sc2ccccn2)cc([N+](=O)[O-])c1)c1cccc(Cl)c1,-1,4,4,5,-7,19,-1,-0.3,8,-2
CCc1nnc(NC(=O)CN2CC(C)OC(C)C2)s1 (stereo not drawn),8,8,-3,1,7,-13,-2,-0.1,-10,4
COc1cccc(C(c2nnnn2Cc2ccco2)N2CCN(Cc3ccccc3)CC2)c1OC (stereo not drawn),-3,1,8,-5,-17,0,-3,0.0,7,-1
CCC(C)NC(=O)C1CC(c2cccc(OC)c2)=NO1 (stereo not drawn),22,0,-2,-3,-12,-9,-4,0.5,5,-7
CCCc1[nH]nc2c1C1(CCOC1C)C(C#N)=C(N)O2 (stereo not drawn),10,1,-1,1,17,15,-3,0.5,-15,9
Cc1ccccc1C(=O)NC(=S)Nc1ccccc1C(F)(F)F,32,-2,7,6,11,16,2,-0.8,-12,-2
O=C(NCc1ccco1)[C@@H]1CCCN1C(=O)c1cccs1,23,0,1,-2,-18,-4,6,1.8,50,-9
O=C(NC1CC1)[C@@H]1CSC2c3ccccc3C(=O)N21 (stereo partly drawn),29,0,-9,5,6,-10,-5,-0.4,-4,1
Cc1csc(=Nc2ccccc2)n1Cc1ccco1,9,0,-9,2,3,2,-2,0.3,15,-7
CC(C)=NNc1nc(-c2ccccc2)c(C)s1,39,1,-15,6,-11,16,13,0.4,35,-8
Cc1ccc(C(=O)ONC(=O)c2ccc(Cl)cc2)cc1[N+](=O)[O-],26,-4,21,0,-36,-31,12,1.5,34,4
CC[C@H](C)[C@H](NC(N)=O)C(=O)Nc1ccc(OC)c(Cl)c1,21,-5,4,-2,5,1,/,0.5,/,-10
CN(C(=O)Nc1ccc(S(=O)(=O)N(C)C)cc1)C1CCCCC1,-18,2,-6,3,8,-32,0,0.7,15,-3
COc1ccc(CCNC(=O)CN2C(=O)C3(OCCCO3)c3ccccc32)cc1OC,20,5,2,0,3,22,-2,0.2,7,-9
COc1ccc(C(=O)O/N=C(\N)c2ccccn2)cc1[N+](=O)[O-],1,-3,2,3,-125,-177,13,3.7,16,16
CCCCCCCCN1[C@@H](CC(=O)O)c2cc(C(F)(F)F)ccc2S1(=O)=O,-5,/,7,/,/,-3,-6,0.0,-1,-2
CC(C)CC(O)C1CCN(C(=O)CCc2nnc(-c3ccc4c(c3)OCO4)o2)CC1 (stereo not drawn),30,-8,3,-5,-22,-16,-27,0.2,-41,-6
O=S(=O)(Nc1ccc(Cc2ccncc2)cc1)c1ccc(Br)s1,59,1,2,5,-6,8,5,-0.5,32,0
COc1ccc(NC(C)=O)cc1NC(=O)c1ccc(C#N)cc1,17,-5,0,-1,-4,-3,0,0.1,5,-1
N#CC(C(=O)NC1CC1)c1nc2ccccc2nc1N1CCCC1 (stereo not drawn),15,8,-8,-2,-14,/,/,/,/,/
Cc1cc(CN2CCCC(CNC(=O)c3ccc(F)cc3)C2)cc(C)c1O (stereo not drawn),13,1,7,8,-22,-18,1,-1.2,24,2
CCOc1cc(N2CCOCC2)c(OCC)cc1NC(=O)Cc1ccccc1OC,32,-2,8,1,-17,6,5,-0.4,12,-1
CCCCCC(=O)Nc1ccc(S(=O)(=O)Nc2nccnc2OC)cc1,19,-1,5,-4,-8,-7,-4,-0.5,-6,3
COc1cc2c(cc1OC)-c1cc(N3CCc4ccccc43)nc(=O)n1CC2,18,1,-10,1,-1,-13,-1,-0.2,-8,?
O=C(COc1ccccc1)N1CCN(C(=O)Cc2ccccc2)CC1,26,-2,4,2,-14,-19,2,0.1,4,-23
CCOC(=O)Cc1nnc(Nc2cccc(O)c2)c2ccccc12,36,-2,4,-5,-36,1,16,-0.4,37,-1
O=C(Nc1ccccc1C(=O)O)c1cc(S(=O)(=O)N2CCOCC2)cs1,-1,-3,-2,0,-34,-37,-3,-0.4,-2,4
CCCCN(CCCC)c1ccc(C(=O)c2ccccc2C(=O)O)c(O)c1,32,-5,19,0,-3,23,5,-0.2,-18,4
COC(=O)c1cccc(NC(=S)Nc2ccc(Cl)c(Cl)c2)c1,-8,0,-1,4,18,-6,12,1.4,39,5
CC(=O)Nc1ccc(S(=O)(=O)NNC(=O)c2ccc3c(c2)OCO3)cc1,9,1,7,-20,-8,7,1,-0.4,16,-8
O=C(COc1ccc(Cl)cc1Cl)NCCCn1ccnc1,6,-2,2,0,-2,-24,-1,-0.2,-13,-1
CCc1cccc(C)c1N(C(=O)Cn1c(CO)nc2ccccc21)C(C)COC (stereo not drawn),-11,1,0,-2,-31,6,3,-0.8,19,-6
COc1cc2c(cc1OC)CN(C(=O)/C=C/c1cccc([N+](=O)[O-])c1)CC2,24,-1,-4,-2,-23,20,-4,-0.2,1,9
COc1cc(OC)nc(NC(=O)NS(=O)(=O)c2ccc(F)cc2)n1,19,-2,-3,-4,-24,-11,-2,-0.3,-1,1
COc1cccc(-c2nc3ccc(O)cc3c(=O)o2)c1,/,-5,9,-3,6,-9,-4,0.2,2,52*
O=C(CSc1nnc(NC2CCCCC2)s1)Nc1ccc2c(c1)C(=O)c1ccccc1C2=O,17,-2,-1,-1,-57,-121,29,1.0,47,2
CCOC(=O)N1CCN(C(=O)c2ccc([N+](=O)[O-])cc2Cl)CC1,23,-2,-8,8,-17,11,12,-0.3,13,-5
CCCCCCCn1c(=O)c(C(=O)OC)c(N)c2ccccc21,2,2,10,4,-16,18,12,0.2,36,7
O=C(N/N=C/c1cc2c(cc1[N+](=O)[O-])OCO2)c1ccc2c(c1)OCO2,17,2,8,-12,-34,-18,2,2.2,-3,-4
N#CCSc1nnc(-c2cccnc2)n1-c1ccccc1,8,0,4,-1,-18,12,-4,0.2,-1,1
O=C(c1cccc(Cl)c1)N1CCN(Cc2ccc3c(c2)OCO3)CC1,18,1,-2,3,-8,9,3,-1.0,-5,0
C=CCS/C(N)=N\N=C\c1cc(Br)cc([N+](=O)[O-])c1O,16,0,5,-2,-17,-34,2,0.0,-3,1
COc1ccc(CCNC(=O)c2c(O)c3cccc4c3n(c2=O)CC4)cc1,12,1,-8,4,-5,-12,0,-0.1,-13,-1
Cc1ccc(N2C(=O)CC(Cc3cc(C)cc(C)c3)C2=O)cc1 (stereo not drawn),4,-2,13,-1,-18,11,-1,-0.6,11,0
Cc1ccccc1Cn1c(-c2cncs2)nc2ccccc21,-2,-1,-4,-10,-19,6,65,-0.1,69*,-4
COc1ccc(CN2CCN(Cc3c[nH]c4ccccc34)CC2CCO)c(F)c1 (stereo not drawn),-10,0,4,2,-15,5,-6,-0.8,-6,22
O=C(Oc1ccc2ccc(OC(=O)N3CCCCCC3)cc2c1)N1CCCCCC1,22,2,-7,4,-44,-81,-9,1.3,14,-3
O=S(=O)(Nc1ccccc1)c1ccc(F)cc1,19,-3,1,-3,-27,10,-7,0.8,-1,5
CCOc1ccc(C(CC(=O)O)NC(=O)COc2ccccc2OC)cc1OC (stereo not drawn),2,-2,-1,-1,-22,-20,0,0.0,-7,-4

The list continues.
SMILES,AI-2 QS modul,HSP90 inh,HDAC3 inhib,IEC-6 cytotox,KLF5 inhibitor,aSyn 5UTR inh,HSF1 inhib,HIF activator,HSF-1 act,Platelet DG rel
O=Cc1cn(-c2ccc(F)cc2)c2ccccc12,5,4,1,3,6,-10,-5,-0.1,-19,1
CC(=O)n1c(Cl)c(NC(=O)CCl)c2ccccc21,20,0,7,0,-23,-80,/,-1.5,/,5
COc1cc(OC)c2c(=O)cc(-c3ccccc3)oc2c1,2,0,-9,1,-129,-102,13,3.5,17,5
CCCCCOC(=O)c1[nH]c2c(c1C)C(=O)C(C(=O)OC)C(C)C2 (stereo not drawn),1,-6,5,0,-71,-73,57,2.3,76*,3
O=C(CSc1ccccc1C(=O)O)NCc1ccccc1,24,-4,3,-13,-13,-12,-5,-0.3,2,3
CCS(=O)(=O)c1ccc(N)cc1,7,0,-1,1,-1,1,-9,0.0,5,18
COC(=O)c1c(NC(=O)c2ccc(C)cc2)csc1C,26,-2,-2,6,-6,-48,2,0.9,16,3
COc1ccccc1N1CCN(C(=O)Nc2cccc(Cl)c2)CC1,1,5,-3,3,-13,-7,12,0.3,4,0
CCC(C)(C)c1ccc(OC(=O)c2cccnc2Cl)cc1,-55,4,8,2,-19,12,24,0.4,59*,6
CC1=C(C(=O)N2CCN(c3cc(C)ccc3C)CC2)C2(CCCCC2)OC1=O,11,2,-2,-3,-7,7,2,/,-9,-1
COCCNc1nnc(SCC(=O)Nc2cc(-c3ccccc3)nn2-c2ccccc2)s1,17,-4,7,-3,3,4,7,-0.1,12,4
COc1cc(NC(=O)c2noc(C)c2[N+](=O)[O-])c(OC)cc1Cl,0,7,2,64*,-47,-9,7,-0.1,2,12
C#CCOC(=O)c1ccccc1C(=O)O,13,3,3,0,-7,-5,-1,-0.2,-10,-4
CCN1CNC(=S)N(c2cc(C)ccc2C)C1,11,0,-2,3,-4,-25,-2,-0.4,-9,-5

From PubChem
